TR-FRET SRC-2 ct = TR-FRET signal artefacts, primary screen, artefact control for PPARgamma SRC-2 agonist project, biochemical. TR-FRET artefact counter-screen; active compounds read high. hit rate 0.4% among 200,000. TR-FRET ratio at 8 µM. AID 1049, 2008; in the data active means TR-FRET ratio above about 2000; further: inactives centre near 1500
PPARg SRC-2 ag = agonists of PPARg-SRC-2 recruitment, primary screen, biochemical, HTS; PPARgamma LBD-SRC-2 recruitment; activation, % at 8 µM; hit rate 0.34% among 200,000; in the data active means activation above about 22%;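 further: 0% = vehicle and 100% = reference agonist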
Target sequence (P37231 whole entry, looked up, the tested form may be a part): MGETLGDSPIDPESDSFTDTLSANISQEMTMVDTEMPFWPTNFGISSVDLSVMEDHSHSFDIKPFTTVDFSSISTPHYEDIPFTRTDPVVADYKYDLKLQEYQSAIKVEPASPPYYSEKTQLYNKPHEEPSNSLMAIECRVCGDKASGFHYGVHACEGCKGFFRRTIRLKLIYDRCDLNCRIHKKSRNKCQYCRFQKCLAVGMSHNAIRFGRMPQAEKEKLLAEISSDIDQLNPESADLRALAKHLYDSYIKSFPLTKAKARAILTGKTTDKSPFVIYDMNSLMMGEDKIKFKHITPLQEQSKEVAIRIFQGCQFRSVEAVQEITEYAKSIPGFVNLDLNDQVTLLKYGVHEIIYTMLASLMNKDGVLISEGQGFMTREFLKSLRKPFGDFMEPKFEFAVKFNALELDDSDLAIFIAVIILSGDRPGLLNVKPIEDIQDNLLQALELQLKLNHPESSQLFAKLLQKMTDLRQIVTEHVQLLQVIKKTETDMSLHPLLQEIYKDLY
TLR4-MyD88 BLA = inhibitors of TLR4-MyD88 association in cells, primary screen, cell-based, HeLa CL3-4, BLA complementation, FRET ratio | Toll-like receptor 4 (Homo sapiens) + Myeloid differentiation primary response protein … | HeLa CL3-4 TLR4/MyD88 BLA complementation | inhibition, % at 8.4 µM | hit rate 0.18% among 200,000; in the data active means inhibition above about 25%;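 further: 0% = vehicle and 100% = reference inhibitor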
bIAP act = bovine intestinal alkaline phosphatase activators, primary screen, biochemical, bovine IAP, CDP-star luminescence; AID 1016, 2008; purified bovine IAP, 30 min; active compounds read high; fold of DMSO-control signal, blank-subtracted; activation factor at 20 µM; hit rate 0.17% among 200,000; alkaline phosphatase, intestinal [Bos taurus];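 active means activation factor of 2 or more at 20 µM, a signal rise over negative controls twice the positive control's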
PPARg SRC-1 ag = PPARgamma agonists recruiting SRC-1 coactivator, primary screen, biochemical | activation, % at 8 µM | Peroxisome proliferator-activated receptor gamma (Homo sapiens), P37231 | hit rate 0.41% among 200,000 | PPARgamma-SRC-1 coactivator recruitment biochemical assay; in the data active means activation above about 19%;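 further: 0% = DMSO and 100% = reference agonist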
ROMK mod = ROMK potassium channel modulators, primary screen, cell-based, thallium flux, MLSMR library. ATP-sensitive inward rectifier potassium channel 1 (Homo sapiens), P48048. Tet-inducible ROMK, thallium flux fluorescence; actives lie on both sides. B-score at 10 µM. hit rate 2% among 130,000. AID 1918, 2009;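 active means signal ratio slope over the read window, or its plate-corrected B-score, at least 3 SD from the plate mean, either direction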;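 further: B-score of the F/F0 ratio slope over 7 to 12 s after thallium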
PPARg SRC-3 ag = PPARgamma agonists recruiting SRC-3 coactivator, primary screen, biochemical. Peroxisome proliferator-activated receptor gamma (Homo sapiens), P37231. biochemical PPARgamma/SRC-3 coactivator recruitment assay. activation, % at 8 µM. hit rate 0.26% among 200,000; in the data active means activation above about 23%;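 further: 0% = DMSO and 100% = reference agonist; some compounds past the cut are filed as inactive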
Lmaj promast = Leishmania major promastigote growth inhibition, primary screen. Leishmania major promastigotes, resazurin fluorescence viability. inhibition, % at 10 µM. hit rate 9% among 200,000; in the data active means inhibition above about 50%;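 further: promastigotes grown with compound for 44 hours at 28 °C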
bIAP inhibitor = bovine intestinal alkaline phosphatase inhibitors, primary screen, selectivity assay for TNAP inhibitor project, biochemical, bovine IAP, CDP-star luminescence; alkaline phosphatase, intestinal [Bos taurus]; purified bovine IAP, 30 min; inhibition, % at 20 µM; 190,000 tested, under 10 active;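 active means over 50% inhibition of intestinal alkaline phosphatase at 20 µM in the single-dose screen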
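System: purified bovine intestinal alkaline phosphatase (IAP) enzyme; Input: IAP diluted 1/65,000,000 in the well; Measured by: CDP-star luminescence signal; Compound dosing: 20 µM single dose; Incubation: 30 min reaction at room temperature.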
S1P3 antagonist = S1P3 receptor antagonists, primary screen, cell-based | Sphingosine 1-phosphate receptor 3 (Homo sapiens), Q99500 | CHO S1P3 NFAT-BLA reporter, FRET fluorescence, antagonist mode | inhibition, % at 4.98 µM | hit rate 0.27% among 170,000 | AID 485, 2006;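 active means inhibition above the plate cutoff, the mean inhibition of test wells on that plate plus 3 SD, cut at about 28% in these data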;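 further: cells challenged with S1P at its EC80 of 0.8 µM; blue over green emission ratio from cleaved BLA substrate after 4 h stimulation; 0% = S1P-stimulated wells and 100% = unstimulated DMSO-only wells; some compounds past the cut are filed as inactive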
Target sequence (Q99500 whole entry, looked up): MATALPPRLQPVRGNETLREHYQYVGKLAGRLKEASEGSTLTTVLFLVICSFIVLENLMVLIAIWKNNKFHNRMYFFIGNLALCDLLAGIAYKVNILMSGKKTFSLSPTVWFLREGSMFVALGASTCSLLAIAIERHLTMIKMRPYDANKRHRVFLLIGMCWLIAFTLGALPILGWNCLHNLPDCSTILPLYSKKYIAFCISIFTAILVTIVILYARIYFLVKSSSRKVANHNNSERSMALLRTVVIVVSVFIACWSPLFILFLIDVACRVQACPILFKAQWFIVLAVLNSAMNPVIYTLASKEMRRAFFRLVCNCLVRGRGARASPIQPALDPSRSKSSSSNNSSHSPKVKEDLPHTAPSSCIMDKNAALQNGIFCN
Redox H2O2 prof = compounds producing H2O2 with reducing agent – biochemical, NIH compound library profiling, artefact control for MLSCN library redox annotation, primary screen; activation, % at 10 µM; hit rate 0.03% among 200,000; DTT-dependent redox cycling H2O2, phenol red/HRP absorbance; 100% = 100 µM peroxide control, 0% = buffer;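 active means activation of at least 50% relative to the plate's high and low controls in the primary single-dose screen; inactive means activation below 50%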;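 further: compound incubated with DTT at 0.8 mM final as the reducing agent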
Starred values were filed as active, the others as inactive.

For CCn1ncc(N(C)N)c(Cl)c1=O the results were TR-FRET SRC-2 ct 1362, PPARg SRC-2 ag -4, TLR4-MyD88 BLA 6, bIAP act 1.1, PPARg SRC-1 ag -9, ROMK mod 0.8, PPARg SRC-3 ag 1, Lmaj promast -7, bIAP inhibitor -6, S1P3 antagonist 4 and Redox H2O2 prof 0.1.
COc1cc(C(=O)Oc2ccccc2)ccc1OCc1c(C)noc1C was read as TR-FRET SRC-2 ct 1560, PPARg SRC-2 ag 4, TLR4-MyD88 BLA -23, bIAP act 1, PPARg SRC-1 ag 4, PPARg SRC-3 ag -4, Lmaj promast 1, bIAP inhibitor 4, S1P3 antagonist 31 and Redox H2O2 prof 4.2.
For COc1ccc(S(=O)(=O)N2CCC(C(=O)Nc3cccc(C(C)=O)c3)CC2)cc1 the results were TR-FRET SRC-2 ct 1563, PPARg SRC-2 ag -2, TLR4-MyD88 BLA 9, bIAP act 1, PPARg SRC-1 ag -6, ROMK mod 0.43, PPARg SRC-3 ag 19, Lmaj promast -5, bIAP inhibitor -3 and Redox H2O2 prof 0.4.
Cc1ccccc1C(OCCN(C(C)C)C(C)C)c1ccccc1 (stereo not given) was read as TR-FRET SRC-2 ct 1522, PPARg SRC-2 ag -9, TLR4-MyD88 BLA 12, bIAP act 0.9, PPARg SRC-1 ag -3, PPARg SRC-3 ag -2, Lmaj promast 8, bIAP inhibitor 6, S1P3 antagonist 13 and Redox H2O2 prof 0.0.
For O=C(CC1SC(=NCC2CCCO2)NC1=O)Nc1cc([N+](=O)[O-])ccc1Cl (stereo not given) the results were TR-FRET SRC-2 ct 1568, PPARg SRC-2 ag 5, TLR4-MyD88 BLA 0, bIAP act 1, PPARg SRC-1 ag 6, ROMK mod 0.74, PPARg SRC-3 ag 2, Lmaj promast -5, bIAP inhibitor -1, S1P3 antagonist 0 and Redox H2O2 prof 0.5.
`N[C@@H](Cc1ccc(O)c(I)c1)C(=O)O` gave TR-FRET SRC-2 ct 1500, PPARg SRC-2 ag 3, TLR4-MyD88 BLA -1, bIAP act 1, PPARg SRC-1 ag 5, PPARg SRC-3 ag -2, Lmaj promast -6, bIAP inhibitor 1, S1P3 antagonist -1 and Redox H2O2 prof 0.3.
Screening Cc1cc(=O)oc2cc(OCC(=O)NCCCN3CCOCC3)ccc12 returned TR-FRET SRC-2 ct 1429, PPARg SRC-2 ag -8, TLR4-MyD88 BLA -3, bIAP act 1.1, PPARg SRC-1 ag -6, PPARg SRC-3 ag -4, Lmaj promast 4, bIAP inhibitor -5, S1P3 antagonist -5 and Redox H2O2 prof 3.0.
O=C(NCc1ccco1)c1noc2c1CCCC2 was read as TR-FRET SRC-2 ct 1739, PPARg SRC-2 ag 4, TLR4-MyD88 BLA -2, bIAP act 1, PPARg SRC-1 ag 10, ROMK mod -0.26, PPARg SRC-3 ag -10, Lmaj promast -2, bIAP inhibitor 0, S1P3 antagonist -8 and Redox H2O2 prof -0.4.
`Cc1cc(Nc2c(C#N)c(N)nn2C)ccc1F` gave TR-FRET SRC-2 ct 1690, PPARg SRC-2 ag 8, TLR4-MyD88 BLA 8, bIAP act 1.2, PPARg SRC-1 ag 7, ROMK mod 0.062, PPARg SRC-3 ag 3, Lmaj promast -10, bIAP inhibitor -15, S1P3 antagonist 13 and Redox H2O2 prof -2.0.
Screening Cc1ccc(C(=O)Oc2ccc(-c3nccc(-c4ccccn4)n3)cc2)cc1 returned TR-FRET SRC-2 ct 1589, PPARg SRC-2 ag 3, TLR4-MyD88 BLA 1, bIAP act 1.1, PPARg SRC-1 ag -3, PPARg SRC-3 ag 8, Lmaj promast -8, bIAP inhibitor -6 and Redox H2O2 prof -0.8.
`CC(C)(C)NC(=O)c1nn(Cc2ccccc2)c(=O)c2ccccc12` gave TR-FRET SRC-2 ct 1615, PPARg SRC-2 ag 3, TLR4-MyD88 BLA 0, bIAP act 1.2, PPARg SRC-1 ag 8, ROMK mod -0.028, PPARg SRC-3 ag 2, Lmaj promast 8, bIAP inhibitor -25, S1P3 antagonist -16 and Redox H2O2 prof 0.4.
`CC(=O)N1CCc2cc(S(=O)(=O)CCC(=O)NCc3cccs3)ccc21` gave TR-FRET SRC-2 ct 1495, PPARg SRC-2 ag 7, TLR4-MyD88 BLA 3, bIAP act 1, PPARg SRC-1 ag 6, ROMK mod -0.32, PPARg SRC-3 ag 4, Lmaj promast -4, bIAP inhibitor -5, S1P3 antagonist -40 and Redox H2O2 prof -0.1.
CCS(=O)(=O)N1CCN(c2ccc([N+](=O)[O-])c(NCc3ccccc3)c2)CC1 was read as TR-FRET SRC-2 ct 1607, PPARg SRC-2 ag 10, TLR4-MyD88 BLA -9, bIAP act 0.9, PPARg SRC-1 ag -1, PPARg SRC-3 ag 9, Lmaj promast 10, bIAP inhibitor 15 and Redox H2O2 prof -6.8.
`Cc1cc2cc(CCNC(=O)c3cccc([N+](=O)[O-])c3)c(=O)[nH]c2cc1C` gave TR-FRET SRC-2 ct 1528, PPARg SRC-2 ag 7, TLR4-MyD88 BLA -4, bIAP act 1, PPARg SRC-1 ag 9, ROMK mod -0.78, PPARg SRC-3 ag -2, Lmaj promast 10, bIAP inhibitor -2, S1P3 antagonist -20 and Redox H2O2 prof -0.6.
Screening O=S(=O)(NCc1ccco1)c1ccc(Cl)nc1 returned TR-FRET SRC-2 ct 1492, PPARg SRC-2 ag 7, TLR4-MyD88 BLA -21, bIAP act 0.8, PPARg SRC-1 ag -10, ROMK mod -0.89, PPARg SRC-3 ag -3, Lmaj promast -5, bIAP inhibitor 25, S1P3 antagonist -7 and Redox H2O2 prof -0.2.
CN(C)C=NC(=O)c1cc(C(=O)c2ccc(Cl)cc2Cl)c[nH]1 was read as TR-FRET SRC-2 ct 1694, PPARg SRC-2 ag 13, TLR4-MyD88 BLA 10, bIAP act 1.1, PPARg SRC-1 ag 0, ROMK mod -0.0078, PPARg SRC-3 ag 3, Lmaj promast -3, bIAP inhibitor -13, S1P3 antagonist -21 and Redox H2O2 prof 0.3.
CCOc1ccc(-c2n[nH]c(C)c2-c2ccccn2)c(O)c1 was read as TR-FRET SRC-2 ct 1362, PPARg SRC-2 ag -2, TLR4-MyD88 BLA -3, bIAP act 1.3, PPARg SRC-1 ag -6, ROMK mod 0.28, PPARg SRC-3 ag -4, Lmaj promast 5, bIAP inhibitor -28, S1P3 antagonist -35 and Redox H2O2 prof -3.3.
Screening NC(=O)COc1c(-c2ccco2)oc2ccccc2c1=O returned TR-FRET SRC-2 ct 1379, PPARg SRC-2 ag -3, TLR4-MyD88 BLA -18, bIAP act 1.1, PPARg SRC-1 ag 8, PPARg SRC-3 ag -3, Lmaj promast -5, bIAP inhibitor -7, S1P3 antagonist -13 and Redox H2O2 prof -0.8.
Screening COc1ccccc1NC(=O)N(CCN1CCOCC1)Cc1cc2cc(C)cc(C)c2[nH]c1=O returned TR-FRET SRC-2 ct 1448, PPARg SRC-2 ag 2, TLR4-MyD88 BLA -10, bIAP act 1.1, PPARg SRC-1 ag 4, ROMK mod -0.07, PPARg SRC-3 ag 0, Lmaj promast 5, bIAP inhibitor -7, S1P3 antagonist -1 and Redox H2O2 prof 0.2.
COc1ccc(C(=O)ON=C2C=C(C)C(=O)C(C)=C2)cc1 was read as TR-FRET SRC-2 ct 1672, PPARg SRC-2 ag 7, TLR4-MyD88 BLA 9, bIAP act 1.1, PPARg SRC-1 ag 3, PPARg SRC-3 ag 6, Lmaj promast 100*, bIAP inhibitor -7, S1P3 antagonist -18 and Redox H2O2 prof -1.1.
For CN(CC(=O)O/N=C(\N)c1cccc([N+](=O)[O-])c1)S(=O)(=O)c1ccccc1 the results were TR-FRET SRC-2 ct 1402, PPARg SRC-2 ag 4, TLR4-MyD88 BLA -7, bIAP act 0.6, PPARg SRC-1 ag 2, ROMK mod -1.4, PPARg SRC-3 ag 9, Lmaj promast -1, bIAP inhibitor 36 and Redox H2O2 prof 0.1.
`O=C(CN1C(=O)c2ccccc2S1(=O)=O)NCCSC1CCCCC1` gave TR-FRET SRC-2 ct 1435, PPARg SRC-2 ag 2, TLR4-MyD88 BLA 2, bIAP act 0.9, PPARg SRC-1 ag -1, PPARg SRC-3 ag -7, Lmaj promast -2, bIAP inhibitor 7, S1P3 antagonist -12 and Redox H2O2 prof 2.1.
For CCCCOCP(=O)(CCCC)COCCCC the results were TR-FRET SRC-2 ct 1550, PPARg SRC-2 ag 2, TLR4-MyD88 BLA 0, bIAP act 1, PPARg SRC-1 ag -1, PPARg SRC-3 ag 1, Lmaj promast 1, bIAP inhibitor 4, S1P3 antagonist 14 and Redox H2O2 prof 1.6.
For CCc1cc(OCCCSc2nc(C)cc(=O)[nH]2)ccc1Cl the results were TR-FRET SRC-2 ct 1587, PPARg SRC-2 ag -1, TLR4-MyD88 BLA 6, bIAP act 0.8, PPARg SRC-1 ag -2, ROMK mod -0.43, PPARg SRC-3 ag 6, Lmaj promast -1, bIAP inhibitor 17 and Redox H2O2 prof 0.6.
For COCCn1c(N)c(C(=O)OCc2ccccc2)c2nc3ccccc3nc21 the results were TR-FRET SRC-2 ct 1325, PPARg SRC-2 ag 2, TLR4-MyD88 BLA -12, bIAP act 1, PPARg SRC-1 ag -3, ROMK mod -0.46, PPARg SRC-3 ag -4, Lmaj promast 22, bIAP inhibitor -5, S1P3 antagonist 22 and Redox H2O2 prof 2.5.
`COc1ccc(NC(=O)CC(c2ccc(F)cc2)c2ccc(OC(C)C)cc2)cc1` (stereo not given) gave TR-FRET SRC-2 ct 1594, PPARg SRC-2 ag -2, TLR4-MyD88 BLA 8, bIAP act 0.9, PPARg SRC-1 ag 0, PPARg SRC-3 ag 5, Lmaj promast 2, bIAP inhibitor 10, S1P3 antagonist 18 and Redox H2O2 prof 0.6.

A section taken from the entries so far, for reference:
CCS(=O)(=O)N1CCN(c2ccc([N+](=O)[O-])c(NCc3ccccc3)c2)CC1 was read as TR-FRET SRC-2 ct 1607, PPARg SRC-2 ag 10, TLR4-MyD88 BLA -9, bIAP act 0.9, PPARg SRC-1 ag -1, PPARg SRC-3 ag 9, Lmaj promast 10, bIAP inhibitor 15 and Redox H2O2 prof -6.8.
`Cc1cc2cc(CCNC(=O)c3cccc([N+](=O)[O-])c3)c(=O)[nH]c2cc1C` gave TR-FRET SRC-2 ct 1528, PPARg SRC-2 ag 7, TLR4-MyD88 BLA -4, bIAP act 1, PPARg SRC-1 ag 9, ROMK mod -0.78, PPARg SRC-3 ag -2, Lmaj promast 10, bIAP inhibitor -2, S1P3 antagonist -20 and Redox H2O2 prof -0.6.

Source: PubChem BioAssay (several laboratories)
